RXFP1 ag = activates the human relaxin receptor RXFP1 | Potency, µM (highest dose often 57.5 µM), for the others: top-dose activation, most hits filed as activators | 370,000 tested, 0.3% active | Q9HBX9 | HEK293T-RXFP1 cAMP TR-FRET, 30 min; response scale: percent of porcine relaxin response, buffer zero; further: potency means the concentration at half of the fitted maximal effect; on the % scale 0 is the no-effect control and ±100 the full control effect; nearly all actives have a fitted effect of over 60% in size; many of its hits are not listed in these tables
Target sequence (Q9HBX9 whole entry, looked up): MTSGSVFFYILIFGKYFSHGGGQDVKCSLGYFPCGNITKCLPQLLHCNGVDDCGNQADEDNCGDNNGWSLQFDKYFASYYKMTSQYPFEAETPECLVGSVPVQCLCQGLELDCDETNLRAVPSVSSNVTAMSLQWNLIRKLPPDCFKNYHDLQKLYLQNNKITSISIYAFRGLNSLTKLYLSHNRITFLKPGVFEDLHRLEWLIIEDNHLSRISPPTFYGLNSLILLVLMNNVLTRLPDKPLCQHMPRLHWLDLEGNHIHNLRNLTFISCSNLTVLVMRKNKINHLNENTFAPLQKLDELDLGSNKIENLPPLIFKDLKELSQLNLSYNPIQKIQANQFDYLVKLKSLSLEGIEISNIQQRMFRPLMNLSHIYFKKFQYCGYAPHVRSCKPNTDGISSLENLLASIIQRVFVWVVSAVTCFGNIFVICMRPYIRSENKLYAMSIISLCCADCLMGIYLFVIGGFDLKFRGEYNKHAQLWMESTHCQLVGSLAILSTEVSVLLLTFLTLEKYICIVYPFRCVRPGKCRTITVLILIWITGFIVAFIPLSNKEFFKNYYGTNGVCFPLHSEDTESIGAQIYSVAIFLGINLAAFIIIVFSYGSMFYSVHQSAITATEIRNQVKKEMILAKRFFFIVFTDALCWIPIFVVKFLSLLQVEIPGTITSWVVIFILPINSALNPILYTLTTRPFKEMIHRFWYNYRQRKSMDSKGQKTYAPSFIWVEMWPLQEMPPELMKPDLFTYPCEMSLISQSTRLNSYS
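HEK293 cells stably expressing RXFP1, treated 30 min at 37C with compounds plus PDE4 inhibitor Ro 20174; cAMP measured by HTRF TR-FRET. Normalized to buffer and 29 nM porcine relaxin; EC50 by Hill fit.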
TRHR enhancer = allosteric enhancers of human TRH receptor; 360,000 tested, 0.66% active; P34981; enhancement, % at 2 µM; TRHR cells, fluo-8 calcium fluorescence, EC20 TRH enhancement; in the data active means enhancement above about 30%; further: 0% is about no effect
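Enhancer read-out: after compound pinning and an initial kinetic agonist-mode read, an EC20 of TRH (10 nM final) was injected and fluo-8 calcium signal (Ex 480/Em 530) followed at 1 s/cycle for 100 cycles in TRHR-expressing cells.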
D1 PAM = enhances dopamine response at the human D1 receptor; P21728; HEK293 TREx D1 cells, calcium flux, dopamine EC20 potentiation; potentiation, % at 10 µM; 360,000 tested, 0.036% active; AID 504651; in the data active means potentiation above about 30%; further: 0% is about no effect
D1 agonist = human D1 receptor agonism; P21728; HEK293 T-REx D1 cells, calcium flux, agonist mode; activation, % at 2 µM; 360,000 tested, 1% active; AID 504660; in the data active means activation above about 30%; further: 0% is about no effect
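Tetracycline-induced HEK293 TREx D1 cells, force-coupled to calcium signalling, were dye-loaded with a no-wash calcium kit. Compound was pin-added after a 10 s baseline. Fluorescence was read kinetically at 1 cycle/s for 180 s, with calcium rises flagged as agonism.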
D1 antag = blocks dopamine activation of the human D1 receptor. HEK293 TREx D1 cells, calcium flux, dopamine EC80; hits give low values. activity change, negative = inhibition, % at 10 µM. 360,000 tested, 3.2% active. AID 504652; in the data active means activity change below about -30%; further: on the % scale 0 is the no-effect control and ±100 the full control effect
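HEK293 T-REx cells expressing inducible, force-coupled D1 receptor; no-wash Ca dye, 30–90 min RT. Cmpd → 180 s read at 1 Hz → EC80 DA → 180 s read.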
TRHR agonist = agonists of human TRH receptor. P34981. TRHR cells, calcium flux fluo-8, FDSS agonist mode. activation, % at 2 µM. 360,000 tested, 0.18% active. AID 493084; in the data active means activation above about 30%; further: 0% is about no effect
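TRHR-expressing cells, plated overnight in medium with 10% serum, were loaded with fluo-8 calcium dye at room temperature. After a 10 s baseline, library compound was pin-added and calcium release was recorded kinetically (ex 480/em 530) as agonist response.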
Anesthetic bind = binds horse apoferritin like a general anesthetic | apoferritin/1-aminoanthracene competitive binding, fluorescence | Potency, µM (titrated, usually from 77.5 µM), without a hit: top-dose activity change, negative = displacement, hits mostly inhibitors | 350,000 tested, 0.074% active; further: potency means the concentration at half of the fitted maximal effect; on the % scale 0 is the no-effect control and ±100 the full control effect; nearly all actives have a fitted effect of over 20% in size
Target sequence (P02791 2-175 limits assumed): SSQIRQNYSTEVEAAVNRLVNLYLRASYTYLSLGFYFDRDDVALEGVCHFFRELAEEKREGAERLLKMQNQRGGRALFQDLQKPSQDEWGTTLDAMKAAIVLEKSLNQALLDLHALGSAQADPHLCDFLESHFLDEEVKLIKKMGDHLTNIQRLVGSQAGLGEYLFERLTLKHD
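10 uM apoferritin + 50% sat. 1-AMA, PBS; cpd 10 min RT; Ex380/Em535 endpoint; normalized to free probe vs complex; 4-param Hill fit; propofol titration as pos. ctrl.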
RXFP1 antagonist = antagonists of human relaxin receptor RXFP1; 350,000 tested, 0.59% active; HEK293-RXFP1, relaxin-stimulated cAMP HTRF, 30 min; hits give low values; activity change, negative = inhibition, % at 57.5 µM; Q9HBX9; AID 1259400;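 active means activity change of -60% or lower, but not beyond a set lower limit; inconclusive means change between -60% and -40%, or beyond the set limit; inactive means change above -40%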; further: on the % scale 0 is the no-effect control and ±100 the full control effect
D2 potentiator = positive allosteric modulators of human D2 dopamine receptor; P14416; potentiation, % at 10 µM; 340,000 tested, 0.34% active; HEK293 T-REx D2, calcium flux, EC20 dopamine potentiation; AID 485347;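 active means potentiation over 3 SD above the plate norm, cut at about 30% in these data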; further: 0% is about no effect
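Tetracycline-induced Hek293 Trex D2 cells, force-coupled to calcium, loaded with no-wash calcium dye. Compound added with 180 s kinetic read for agonism, then EC20 dopamine and a further 180 s read for potentiation.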
* = called active by the depositor; ? = inconclusive; · = no result given; [ ] = dose if it differs, or a comment. Unless noted, the call rests on the fitted dose curve; in most records, active means well fitted curve in the direction sought with a large enough effect; inconclusive means small, poorly fitted or top-dose-only effect, or another doubt; inactive means no such curve, though single readings can be large; an effect the other way counts as inactive or inconclusive.

Order of values – RXFP1 ag	TRHR enhancer	D1 PAM	D1 agonist	D1 antag	TRHR agonist	Anesthetic bind	RXFP1 antagonist	D2 potentiator
O=C(Nc1ccccc1O)c1ccc(C(=O)c2ccccc2)o1
 : -0.4%	12	-10	1	1	0.3	-6%	-8	-3
Cc1cc(C)c(C(=O)CSc2nnc(-c3ccccc3Br)o2)cc1C
 : 15%	-2	-6	5	0	1.2	5%	0	·
Cc1nn(Cc2ccccc2)c2c1C(c1ccco1)C(C#N)=C(N)O2 (configuration not stated)
 : -0.6%	1	2	3	5	0.4	-11%	-8	20
CC(C)(C)c1ccc(C(=O)N2CCC(C(=O)NCC3CCCO3)CC2)cc1 (configuration not stated)
 : 1.1%	-1	-2	0	-1	-0.4	2%	8	-5
CCC[N+](CC#Cc1ccccc1)(CCC)CC(=O)OCC
 : 0.7%	3	-1	3	3	0.9	-6%	-6	-11
Cc1cc(C)nc(/N=C2\NC(=O)CC(C(=O)O)N2CCc2c[nH]c3ccccc23)n1 (configuration not stated)
 : 2.1%	-5	·	0	-3	0.2	-8%	-2	19
COC(=O)Cc1c(C)c2ccc(OCC(=O)c3ccc(OC)c(OC)c3)cc2oc1=O
 : 11%	4	-2	4	-6	0.6	5%	-8	-2
CC(C)c1ccc(NC(=S)N2CCN(C)CC2)cc1
 : 0.5%	5	0	0	1	0.9	-4%	-9	11
CCN(CC)S(=O)(=O)c1ccc(NC2c3ccccc3C(=O)N2Cc2ccc3c(c2)OCO3)cc1 (configuration not stated)
 : 5.3%	-5	-3	1	-22	0.0	-12%	18	-2
COc1ccc(S(=O)(=O)NC(C)C(=O)Nc2cccc([N+](=O)[O-])c2)cc1 (configuration not stated)
 : -0.5%	2	-6	8	3	-0.8	-9%	23	3
CCc1ccc(NC(=S)NCc2ccccc2)cc1
 : 1.0%	-1	-7	6	-38*	-0.6	-15%	0	-3
Cn1nc(C(=O)Nc2nc(-c3ccc(F)cc3)cs2)ccc1=O
 : 0.1%	7	0	8	-1	-0.1	15%	2	2
O=C(CNC(=O)c1[nH]cnc1C(=O)NC(c1ccccc1)c1ccccc1)OCc1ccccc1
 : -0.9%	-6	-4	7	-12	1.6	-6%	·	-1
Cc1nc(-c2ccccc2)sc1-c1ccc(SCC(=O)NCc2ccc(Cl)cc2)nn1
 : 7.2%	5	-4	0	1	0.2	-10%	-14	1
Cc1c(C(=O)c2ccc(N(C)C)cc2)c2ccccn2c1CCC#N
 : 4.1%	-3	-1	1	2	-0.2	-24%	-13	-2

As a short view, part of the list above.
Order of values – RXFP1 ag	TRHR enhancer	D1 PAM	D1 agonist	D1 antag	TRHR agonist	Anesthetic bind	RXFP1 antagonist	D2 potentiator
O=C(Nc1ccccc1O)c1ccc(C(=O)c2ccccc2)o1
 : -0.4%	12	-10	1	1	0.3	-6%	-8	-3
Cc1cc(C)c(C(=O)CSc2nnc(-c3ccccc3Br)o2)cc1C
 : 15%	-2	-6	5	0	1.2	5%	0	·
Cc1nn(Cc2ccccc2)c2c1C(c1ccco1)C(C#N)=C(N)O2 (configuration not stated)
 : -0.6%	1	2	3	5	0.4	-11%	-8	20
CC(C)(C)c1ccc(C(=O)N2CCC(C(=O)NCC3CCCO3)CC2)cc1 (configuration not stated)
 : 1.1%	-1	-2	0	-1	-0.4	2%	8	-5
CCC[N+](CC#Cc1ccccc1)(CCC)CC(=O)OCC
 : 0.7%	3	-1	3	3	0.9	-6%	-6	-11
Cc1cc(C)nc(/N=C2\NC(=O)CC(C(=O)O)N2CCc2c[nH]c3ccccc23)n1 (configuration not stated)
 : 2.1%	-5	·	0	-3	0.2	-8%	-2	19
COC(=O)Cc1c(C)c2ccc(OCC(=O)c3ccc(OC)c(OC)c3)cc2oc1=O
 : 11%	4	-2	4	-6	0.6	5%	-8	-2
CC(C)c1ccc(NC(=S)N2CCN(C)CC2)cc1
 : 0.5%	5	0	0	1	0.9	-4%	-9	11
CCN(CC)S(=O)(=O)c1ccc(NC2c3ccccc3C(=O)N2Cc2ccc3c(c2)OCO3)cc1 (configuration not stated)
 : 5.3%	-5	-3	1	-22	0.0	-12%	18	-2
COc1ccc(S(=O)(=O)NC(C)C(=O)Nc2cccc([N+](=O)[O-])c2)cc1 (configuration not stated)
 : -0.5%	2	-6	8	3	-0.8	-9%	23	3
CCc1ccc(NC(=S)NCc2ccccc2)cc1
 : 1.0%	-1	-7	6	-38*	-0.6	-15%	0	-3

The list goes on.
Order of values – RXFP1 ag	TRHR enhancer	D1 PAM	D1 agonist	D1 antag	TRHR agonist	Anesthetic bind	RXFP1 antagonist	D2 potentiator
COc1cc2c(cc1OC)n(CC(=O)c1ccc(F)cc1)c(=O)n1nc(CCn3nc(C)cc3C)nc21
 : 25%	36*	0	0	17	-0.1	-1%	-9	-11
COc1ccc(/C=C/C(=O)c2c(C)nc3ccccn23)cc1
 : 7.9%	3	-3	2	-7	-2.5	-17%	-3	7
CCOC(=O)C(NC(=O)c1ccccc1)=C1CCCCC1
 : 0.5%	-2	-5	2	-3	0.3	-10%	-3	11
C[C@H](NC(=O)[C@@H]1Cc2ccccc2CN1)C(=O)NC1CCCCC1
 : 2.0%	4	-6	5	-27	0.4	-6%	-1	-8
O=C(COC(=O)c1ccccn1)NNC(=O)c1ccc([N+](=O)[O-])cc1
 : -0.5%	-1	-3	0	-1	0.0	·	-75*	-4
OCC(C#CCN1CCCCC1)NCc1ccccc1 (configuration not stated)
 : 1.6%	-1	4	4	-9	-1.3	-18%	17	6
COc1ccc(-c2nnc(SCC(=O)c3ccc[nH]3)o2)cc1
 : 11%	8	-5	2	-10	-0.2	-11%	14	9
O=C(Nc1ccc(-c2csc(Nc3cccc(C(F)(F)F)c3)n2)cc1)c1ccccc1
 : -0.1%	-4	-2	4	6	0.1	-7%	·	-14
COc1cccc(C2CC(c3ccccc3OC)n3ncnc3N2)c1 (configuration not stated)
 : 3.4%	3	-5	6	18	-0.3	1%	·	10
O=C(Cn1c(-c2cccs2)cc2cc(F)ccc21)NCCCN1CCN(c2ccc(F)cc2)CC1
 : 1.3%	8	0	-2	-35*	0.5	-3%	-16	-14
COC(=O)C1=C(N)c2c(F)cccc2C1(C#N)c1ccccc1 (configuration not stated)
 : 1.8%	-3	-5	0	-32*	-0.1	?	2	5
Cc1cccn2cc(-c3ccc(Cl)cc3)nc12
 : 3.3%	0	-6	10	-21	-1.1	-15%	-1	-8
COc1ccc(-n2c(C)nc3cc(C(=O)NC4CCCC4)ccc32)cc1
 : -1.9%	1	0	0	3	-0.4	-6%	-4	-6
CCCCCCOC(=O)C[N+](C)(C)CCOC1CC2CCC1(C)C2(C)C (configuration not stated)
 : -0.1%	-1	0	92*	6	-0.8	-13%	6	-5
CCN(CC)S(=O)(=O)c1ccc(C(=O)Nc2nc3ccc(Cl)cc3s2)cc1
 : 0.4%	1	0	6	5	0.5	21%	-11	-3
COc1ccc(N2CCN(c3nc(NCCc4ccc(OC)c(OC)c4)nc(OC)n3)CC2)cc1
 : 2.9%	-3	-10	2	-16	-0.6	-19%	?	-10
COc1nc(-c2ccccc2)ncc1S(=O)(=O)c1ccccc1
 : 0.0%	-3	3	2	7	0.1	?	5	-5
O=C(NCCn1cc(SCc2ccc(C(F)(F)F)cc2)c2ccccc21)c1ccccc1F
 : -0.3%	-6	-4	3	0	1.3	77%[activator]	·	-2
CCOc1ccc(-n2ccnc(SCC(=O)NC3CCCC3)c2=O)cc1
 : 8.9%	5	-7	7	2	0.0	·	-15	-7
O=C(Nc1nnc(COc2ccc(Br)cc2)s1)c1ccco1
 : 1.8%	2	-2	5	2	0.3	3%	-10	1
N#CC(c1ccc(Cl)cc1)N1CCOCC1 (configuration not stated)
 : 2.5%	0	7	3	-9	0.6	1%	8	14
O=C(COC(=O)CCCN1C(=O)c2cccc3cccc(c23)C1=O)NC1CCS(=O)(=O)C1 (configuration not stated)
 : 2.5%	1	2	-1	-6	0.5	·	-3	-6
CCOC(=O)N1CCN(C(=O)Cn2nc(C)n3nc(-c4ccc(OC)cc4)cc3c2=O)CC1
 : 10%	8	1	2	53	-0.2	-5%	-5	7
COc1ccccc1-c1ccc(SCC(=O)NC2CCCCC2)nn1
 : -0.3%	-9	-1	0	10	-1.5	-18%	2	-2
O=C(Nc1ccc2c(c1)OCO2)C1CCN(S(=O)(=O)c2cccc3cccnc23)CC1
 : -0.4%	5	-2	-1	-7	0.2	-23%	-8	-12
Cc1ccc(C(C)C)c(OCCNCCc2ccccc2)c1
 : -0.1%	-1	21	58*	-1	0.4	-5%	-12	-22
Cc1ccc(S(=O)(=O)NCCN2CCOCC2)s1
 : -0.7%	0	-2	2	-3	-0.4	3%	4	-4
O=C(NCc1ccncc1)c1ccc(Cl)c(S(=O)(=O)N2CCOCC2)c1
 : -0.8%	-9	2	1	2	0.1	-12%	-13	1
Cc1ccc(-n2ncc(C(=O)NCc3cccs3)c2C2CCN(C(=O)OC(C)(C)C)CC2)c(C)c1
 : -1.0%	-8	-4	1	10	0.8	-6%	-6	1
O=C(CSc1ncn[nH]1)NCc1ccc(Cl)cc1
 : -1.5%	3	2	3	-3	0.4	8%	8	1
COC(=O)c1cccc(NC(=O)CC2NCCNC2=O)c1 (configuration not stated)
 : 0.9%	-1	-1	0	14	0.8	-4%	3	1
COc1ccc(C2C(C(=O)N3CCN(c4ccccc4)CC3)c3ccccc3C(=O)N2C)cc1 (configuration not stated)
 : -2.5%	-7	-7	-2	-41*	-0.2	-16%	-8	17
O=C(NC(NC(=S)Nc1ccc(Cl)cc1Cl)C(Cl)(Cl)Cl)c1cccc([N+](=O)[O-])c1 (configuration not stated)
 : 6.1%	-7	-6	20	-25	2.0	-20%	-22	-1

Reformatted tab-delimited: entries from further up.
molecule	RXFP1 ag	TRHR enhancer	D1 PAM	D1 agonist	D1 antag	TRHR agonist	Anesthetic bind	RXFP1 antagonist	D2 potentiator
COc1ccc(C2C(C(=O)N3CCN(c4ccccc4)CC3)c3ccccc3C(=O)N2C)cc1 (configuration not stated)	-2.5%	-7	-7	-2	-41*	-0.2	-16%	-8	17
O=C(NC(NC(=S)Nc1ccc(Cl)cc1Cl)C(Cl)(Cl)Cl)c1cccc([N+](=O)[O-])c1 (configuration not stated)	6.1%	-7	-6	20	-25	2.0	-20%	-22	-1

A portion of the library. The share of hits here may be higher or lower than overall.
